GPR35 antagonists: GPR35 antagonists blocking zaprinast-driven arrestin recruitment, primary screen, imaging, U2OS, beta-arrestin-GFP, zaprinast agonist (AID 2058). U2OS GPR35 beta-arrestin-GFP translocation imaging, zaprinast antagonism; higher % means a stronger effect. inhibition, % at 10 µM, or IC50 in µM where a hit was titrated. 290,000 tested, 0.052% active;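 active = inhibition of at least 50% with at least 30 cells and total cytoplasm GFP at most 10,000,000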
NOD1 NF-kB reporter: NOD1 signaling inhibitors, primary screen, cell-based, luminescence, uHTS (AID 1578); 290,000 tested, 1% active; NOD1-driven NF-kB luciferase reporter cells, luminescence; higher % means a stronger effect; inhibition, % at 4 µM, or EC50 in µM where a hit was titrated; in the data active = inhibition mostly above about 36%, no sharp cut-off; inactive = mostly below about 34%;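 note: HEK-293T reporter cells stimulated with the NOD1 agonist gamma-tri-DAP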
HIV fusion peptide: inhibitors of HIV fusion peptide binding, primary screen, biochemical, uHTS, fluorescence dequenching (AID 1986). cell-free peptide binding, fluorescence dequenching, 30 min; higher % means a stronger effect. one-dose inhibition, % at 20 µM; IC50 in µM for titrated hits. 290,000 tested, 0.3% active; in the data active = inhibition mostly above about 52%, no sharp cut-off; inactive = mostly below about 76%; note: some results filed as inactive read as strong as hits
SIAH1 antagonists: Siah-1 peptide-binding antagonists, primary screen, biochemical, fluorescence polarization, rhodamine-plectin, uHTS (AID 1817) | E3 ubiquitin-protein ligase SIAH1 (Homo sapiens) | Siah-1 / rhodamine-plectin peptide fluorescence polarization; higher % means a stronger effect | one-dose displacement, % at 20 µM; IC50 in µM for titrated hits | 290,000 tested, 0.02% active;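 active = displacement of at least 50% at 20 µM, with a fluorescence ratio check between 0.3 and a set limit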;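 note: plate controls were Siah plus tracer with DMSO for no effect and tracer alone without Siah for full effect; strong numbers were not always called active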
AID2073: inhibitors of Mint1-CaV2.2 protein interaction, biochemical, HTRF (AID 2073). HTRF protein-protein interaction, Mint1-CaV2.2; higher % means a stronger effect. 290,000 tested, 0.19% active. one-dose inhibition, % at 20 µM; IC50 in µM for titrated hits. Voltage-dependent N-type calcium channel subunit alpha-1B (Homo sapiens); in the data active = inhibition mostly above about 51%, no sharp cut-off; note: some results filed as inactive read as strong as hits
KOR beta-arrestin-1: KOR agonists, beta-arrestin recruitment, primary screen, cell-based, luminescence, uHTS (AID 1777); Kappa-type opioid receptor (Homo sapiens); activation, % at 10 µM; hits with a dose series show EC50 in µM; 280,000 tested, 0.02% active; KOR beta-arrestin recruitment, luminescence; higher % means a stronger effect; in the data active = activation above about 50%, passing the limit was not always enough; note: a part of the inactive calls stands beside numbers as strong as those of hits
GPR55 activation: GPR55 agonists via beta-arrestin recruitment, primary screen, imaging, U2OS cells, beta-arrestin-GFP redistribution (AID 1961). one-dose activation, % at 10 µM; EC50 in µM for titrated hits. G-protein coupled receptor 55 (Homo sapiens). 290,000 tested, 0.048% active. U2OS GPR55 beta-arrestin-GFP redistribution imaging; higher % means a stronger effect;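 active = activation above 40% with more than 50 cells counted in the well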;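 note: U2OS osteosarcoma cells stably expressing GPR55 and beta-arrestin-GFP; plate controls were DMSO negative control for no effect and LPI positive control for full effect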
KOR beta-arrestin-2: KOR antagonists, beta-arrestin recruitment, cell-based, luminescence, uHTS (AID 1778). Kappa-type opioid receptor (Homo sapiens). KOR beta-arrestin recruitment, luminescence, antagonist mode; higher % means a stronger effect. inhibition, % at 10 µM, or IC50 in µM where a hit was titrated. 290,000 tested, 0.091% active; in the data active = inhibition above about 50%; note: strong numbers were not always called active
GPR55 LPI antagonism: GPR55 antagonists blocking LPI-driven arrestin recruitment, primary screen, imaging, U2OS, beta-arrestin-GFP, LPI agonist (AID 2013); G-protein coupled receptor 55 (Homo sapiens); U2OS GPR55 beta-arrestin-GFP translocation imaging, LPI antagonism; higher % means a stronger effect; inhibition, % at 10 µM, or IC50 in µM where a hit was titrated; 290,000 tested, 0.13% active;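 active = spots per cell inhibited over 60%, with over 100 cells counted and total cytoplasm intensity under 500,000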;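 note: U2OS cells stably carrying GPR55 and arrestin-GFP stimulated by 5 µM LPI near EC80; imaged beta-arrestin-GFP aggregate spots per cell after agonist stimulation; plate controls were LPI-stimulated DMSO wells for no effect and DMSO wells without LPI for full effect; some results filed as inactive read as strong as hits; confirmed hits need IC50 under 10 µM and bright autofluorescent wells are also inconclusive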
Starred values were filed as active, the others as inactive; x = not tested or not shown; [ ] = dose if it differs, or a comment.

Screens in order – GPR35 antagonists, NOD1 NF-kB reporter, HIV fusion peptide, SIAH1 antagonists, AID2073, KOR beta-arrestin-1, GPR55 activation, KOR beta-arrestin-2, GPR55 LPI antagonism
CCOC(=O)C1CCN(C(=O)c2ccccc2CCc2ccccc2)CC1
 : 0.0%, -10.5%, 1.0%, 1.9%, 2.7%, -2.9%, 0.6%, 12.9%, -7.1%
CN(C)CCCNc1c2c(nc3ccccc13)CCC2
 : -5.0%, -13.6%, -3.0%, -4.8%, 10.4%, -2.5%, 0.0%, -5.8%, 14.1%
CCOC(=O)Cn1cnc2c(nnn2-c2ccccc2)c1=O
 : -2.3%, 28.0%, -1.7%, 0.2%, 14.2%, -1.0%, 1.4%, -21.2%[20 µM], -10.7%
COc1cccc(CN2CC(C(=O)N3CCN(c4ccc(Cl)cc4)CC3)CCC2=O)c1 (configuration not stated)
 : 7.3%, -16.6%, -1.1%, 0.5%, 7.5%, 8.2%, 0.1%, 10.9%, -0.2%
O=C(Cc1cccs1)NCc1ccco1
 : -20.8%, x, -1.4%, 4.3%, 1.7%, 1.7%, 0.0%, 0.9%, 13.7%
Cc1ccccc1-n1nnnc1SCC(=O)NCC1CCCO1 (configuration not stated)
 : 7.9%, -7.0%, -0.8%, -0.1%, 3.4%, -3.5%, 0.8%, -41.6%, -13.1%
Cc1ccc(N(CC(=O)NN=C2CCN(C)CC2)S(=O)(=O)c2ccc(C)cc2)cc1
 : -2.4%, -3.4%, -0.1%, 5.7%, -24.3%, -2.4%, 0.6%, -13.8%, -0.4%
CCN(CC(=O)NCc1ccc(F)cc1)C(=O)CN1CCN(c2ccccc2OC)CC1
 : -2.0%, -29.9%, -0.2%, 13.0%, -7.1%, 0.1%, -0.2%, -28.4%, -4.3%
CSc1nc(O)c(/C=C2\C=Nc3ccccc32)[nH]1
 : 6.0%, 30.9%, -2.9%, -1.9%, 7.0%, 9.7%, 0.5%, -11.3%, 6.3%
COc1ccc(OCC(O)CN(C2CCCCC2)C2CCCCC2)cc1 (configuration not stated)
 : 16.2%, 34.4%, 0.3%, 2.5%, 24.5%, -0.9%, -0.1%, 24.2%, 16.5%
Cc1nc2scc(-c3ccccc3)c2c(=O)n1/N=C/c1ccco1
 : 5.3%, 3.8%, 3.0%, 0.7%, 2.9%, 1.9%, -0.3%, -24.5%, 1.0%
Cc1[nH]nc(-c2ccc(OCc3cnn(-c4ccccc4)c3)cc2O)c1Oc1ccc(Cl)cc1
 : 2.0%, -12.8%, 0.7%, 0.2%, 14.2%, -2.8%, 0.0%, 32.9%, 4.3%
CCOc1ccccc1NC(=O)c1cc(-c2cc(OC)c(OC)c(OC)c2)nc2ccccc12
 : 9.1%, 56.0%, -2.8%, -4.8%, 20.5%, -0.5%, -0.2%, -31.9%, 4.2%
CCOC(=O)C1CCCN(c2ccc(NC(=O)c3snc4c(=O)[nH]c(C)nc34)cc2)C1 (configuration not stated)
 : 1.8%, 50.7%, -3.4%, -3.3%, 9.5%, 5.2%, -0.3%, -42.1%, 2.5%
CCC(=O)N1CCCC(C(=O)c2ccc(-c3ccccc3)cc2)C1 (configuration not stated)
 : -17.9%, -5.6%, 0.5%, 13.7%, 4.5%, 1.1%, 0.7%, 8.1%, -5.5%
COc1ccc(CCN2CC(C(=O)O)CC2=O)cc1OC (configuration not stated)
 : -12.7%, 13.4%, 0.1%, -0.6%, 3.8%, -2.6%, 0.3%, -7.9%, 7.0%
Cc1cc(/C(N)=N/OC(=O)Nc2ccccc2)no1
 : -1.6%, -5.9%, 0.7%, 1.4%, 6.2%, 9.3%, 0.1%, -5.0%, 9.0%
CCOc1ccc2nc(Cl)c(CN(C(C)=O)C3CCCCC3)cc2c1
 : 18.1%, -4.5%, -0.8%, -9.1%, -13.3%, x, -0.2%, -9.0%[20 µM], -0.8%
c1ccc(Cn2cnc3ccccc32)cc1
 : 5.3%, -21.0%, 2.1%, 3.9%, 5.7%, -3.7%, -0.3%, -3.2%, 4.0%
O=C(Nc1ccccc1)c1ccco1
 : -2.3%, -21.7%, 1.5%, -3.5%, -9.9%, 1.3%, -0.1%, -53.8%[20 µM], 5.7%
CN(C)Cc1nc2ccccc2c(=O)n1Cc1nc(C(C)(C)C)cs1
 : 12.1%, 4.5%, 3.2%, 3.2%, -9.3%, 1.2%, -0.1%, 9.1%, 3.0%
CNc1cnn(-c2ccccc2)c(=O)c1Cl
 : 15.8%, -22.0%, 3.7%, 0.8%, -2.8%, -1.4%, -0.1%, 21.3%, 11.8%
COC(=O)c1ccccc1NC(=O)CSc1nnc(C(CO)NC(=O)c2ccccc2Cl)n1C (configuration not stated)
 : -0.1%, 0.8%, -3.4%, 13.3%, -2.8%, 0.1%, 0.2%, -13.2%, -9.5%
Cc1cc(C)cc(N2C(N)=NC(N)=NC2c2cccc(Cl)c2)c1 (configuration not stated)
 : 6.4%, -2.4%, -0.4%, -8.2%, 10.6%, -2.4%, -0.1%, 2.5%, -5.0%
COc1ccc(CNC(=O)C(C)N(Cc2ccccc2OC)C(=O)c2snc(C(N)=O)c2N)cc1 (configuration not stated)
 : -3.4%, 2.7%, -0.7%, 5.6%, -2.7%, -2.3%, -0.2%, 16.5%, -0.2%
Cc1ccc(C)c(N(CC(=O)NC2CCCC2)C(=O)CCCC(=O)Nc2ccccn2)c1
 : -22.5%, -23.8%, 0.1%, -0.4%, 15.0%, 3.8%, -0.2%, 7.8%, 2.4%
COC(=O)Cc1ccc(NC(=S)N2CCC(Cc3ccccc3)CC2)cc1
 : 1.1%, -24.1%, 1.2%, 5.6%, 0.6%, -3.6%, 0.0%, -33.8%[20 µM], 4.5%
CCCCC(=O)NC(c1ccc(Cl)cc1Cl)c1ccc2cccnc2c1O (configuration not stated)
 : -1.4%, -49.2%, 0.0%, -6.9%, 21.3%, 0.5%, -0.1%, -28.9%[20 µM], 9.1%
Cc1cc(/C=C2/NC(=O)NC2=O)c(C)n1-c1ccc(N2CCOCC2)cc1
 : 12.9%, -37.4%, 0.1%, -4.6%, 15.7%, -2.0%, 0.5%, -6.7%, -1.7%
O=C(O)CCCCCN1C(=O)C(O)=C(C(=O)/C=C/c2ccccc2)C1c1cccc([N+](=O)[O-])c1 (configuration not stated)
 : -1.3%, -18.3%, 9.9%, -0.1%, -5.4%, 2.7%, 0.1%, -29.6%[20 µM], 1.3%

Reformatted: 3 of the compounds above
| SMILES | GPR35 antagonists | NOD1 NF-kB reporter | HIV fusion peptide | SIAH1 antagonists | AID2073 | KOR beta-arrestin-1 | GPR55 activation | KOR beta-arrestin-2 | GPR55 LPI antagonism |
| --- | --- | --- | --- | --- | --- | --- | --- | --- | --- |
| Cc1ccccc1-n1nnnc1SCC(=O)NCC1CCCO1 (configuration not stated) | 7.9% | -7.0% | -0.8% | -0.1% | 3.4% | -3.5% | 0.8% | -41.6% | -13.1% |
| Cc1ccc(C)c(N(CC(=O)NC2CCCC2)C(=O)CCCC(=O)Nc2ccccn2)c1 | -22.5% | -23.8% | 0.1% | -0.4% | 15.0% | 3.8% | -0.2% | 7.8% | 2.4% |
| CCC(=O)N1CCCC(C(=O)c2ccc(-c3ccccc3)cc2)C1 (configuration not stated) | -17.9% | -5.6% | 0.5% | 13.7% | 4.5% | 1.1% | 0.7% | 8.1% | -5.5% |

Continued:
Screens in order – GPR35 antagonists, NOD1 NF-kB reporter, HIV fusion peptide, SIAH1 antagonists, AID2073, KOR beta-arrestin-1, GPR55 activation, KOR beta-arrestin-2, GPR55 LPI antagonism
CCOC(=O)c1c(NC(NC(C)=O)C(Cl)(Cl)Cl)sc(C(C)=O)c1C (configuration not stated)
 : 14.1%, 23.8%, 0.9%, -2.5%, 20.3%, 4.6%, 0.5%, -50.4%, -7.4%
O=C(N/N=C/C=C/c1ccco1)c1ccncc1
 : -3.8%, -4.9%, 0.3%, 4.1%, 1.0%, 0.0%, 0.6%, -30.3%, -3.9%
Cc1c(CCC(=O)NCC(=O)NCC(=O)O)c(=O)oc2cc3oc4c(c3cc12)CCCC4
 : -7.4%, -11.3%, 3.8%, -2.5%, 27.1%, -0.1%, 0.0%, -6.3%, 4.9%
S=c1nc(-c2cccc(Br)c2)[nH][nH]1
 : 16.1%, -1.4%, -0.6%, -4.7%, -1.7%, -6.5%, -0.2%, 5.5%, 15.4%
Cc1ccc(NC(=S)NC(NC(=O)Cc2cccc3ccccc23)C(Cl)(Cl)Cl)cc1 (configuration not stated)
 : -12.4%, -77.9%, -2.2%, -6.3%, -2.8%, -3.2%, -0.1%, 25.2%, 8.3%
CC1CN(CCc2ccccc2)c2nc3c(c(=O)n(CC(N)=O)c(=O)n3C)n2C1 (configuration not stated)
 : -13.4%, 8.8%, 1.0%, -0.7%, -5.5%, 2.1%, -0.1%, -28.9%, -16.7%
Cc1ccc(-c2nnn(CC(=O)N(CC(=O)NC3CCCC3)c3ccccc3F)n2)o1
 : 4.1%, -9.6%, -0.3%, 0.5%, 20.8%, -1.9%, -0.1%, -35.8%, 11.7%
Cc1[nH]c2ccccc2c1/C=N\NC(=O)c1ccco1
 : -17.0%, -41.8%, -1.0%, -1.9%, 0.5%, -0.3%, 0.6%, -41.9%, -24.4%
Cc1nc2ncnn2c(C)c1Cc1ccccc1Cl
 : 3.4%, 11.9%, -0.2%, 3.5%, -1.7%, -10.3%, -0.2%, 13.2%, -1.8%
O=S(=O)(NCCc1cn2ccccc2n1)c1ccc(-c2ccccc2)cc1
 : -6.8%, 21.3%, 0.3%, 5.1%, 5.7%, -1.1%, -0.1%, -7.4%, 0.5%
Cc1nn(C(C)c2nc(-c3ccccc3)no2)c(C)c1[N+](=O)[O-] (configuration not stated)
 : -8.1%, 24.1%, -0.9%, -2.8%, 3.0%, 5.3%, -0.2%, -24.9%, 18.4%
O=C(O)CSc1nc2ccccc2n1Cc1ccccc1
 : 8.0%, -5.5%, 1.5%, -0.7%, 2.3%, -6.0%, 0.3%, 6.4%, 5.1%
Cc1ccc(NS(=O)(=O)c2cccc(C(=O)Nc3c(C)n(C)n(-c4ccccc4)c3=O)c2)cc1
 : -14.8%, -7.1%, 0.4%, 1.3%, 2.8%, -2.1%, -0.1%, 17.8%, 3.9%
COc1cc(C)c(Cc2cnc(N)nc2N)cc1OC
 : -28.8%, -13.1%, 0.2%, 1.3%, 13.4%, 2.7%, -0.5%, -16.7%, -2.5%
COCCN1C=C(C(=O)OC)C(c2ccc3c(c2)OCO3)C(C(=O)OC)=C1
 : -2.6%, 8.0%, -2.4%, 2.6%, 2.4%, -4.3%, 1.5%, 36.1%, -2.8%
CC(C)C(NC(=O)c1ccc(C(C)(C)C)cc1)C(=O)OCC(=O)NC(=O)Cc1ccccc1 (configuration not stated)
 : -2.4%, -2.8%, -2.2%, -0.4%, 8.9%, 0.9%, -0.3%, 14.3%, 3.4%

From PubChem

An excerpt; the hit share may differ from the screen's.
